# Screening data: PubChem BioAssay, Broad Institute
# miR-122 sensor: miR-122 Renilla sensor signal increase in Huh7, primary screen, miR-122 inhibitor project, cell-based, single point, plate reader; Huh7 miR-122 Renilla luciferase sensor, 48 h; neutral wells = 0, positive control = 100; activation (reporter increase), % at 12.5 µM; hit rate 0.3% among 340,000; AID 602342, 2012;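 active = mean replicate activation score at least 90 and every replicate individually at or above 90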;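 also: higher luciferase means less miR-122 activity so hits act as miR-122 inhibitors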
# Statin myotox sup: suppressors of statin myotoxicity in C2C12 myotubes, primary screen, cell-based, single point, plate reader; hit rate 0.78% among 330,000; rescue of ATP level, % at 7.49 µM; C2C12 myotubes + simvastatin, ATP luminescence, 48 h; scaled: DMSO 0, geranylgeraniol control 100;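 active = mean ATP rescue above about 67%, or every replicate alone reaching that limit, limit read from the data, passing the limit was not always enough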;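 also: myotubes were challenged with 10 µM simvastatin during compound exposure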
# ERp5 block: inhibitors of ERp5-driven insulin aggregation, primary screen, biochemical, turbidity, absorbance 650 nm, single point. Protein disulfide-isomerase A6 (Homo sapiens), Q15084. 90 min. inhibition, % at 9.99 µM. hit rate 0.05% among 350,000. AID 651711, 2012;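 active = mean replicate inhibition above about 25%, with every replicate also reaching it, limit read from the data, passing the limit was not always enough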
# Target sequence (Q15084 whole entry, looked up): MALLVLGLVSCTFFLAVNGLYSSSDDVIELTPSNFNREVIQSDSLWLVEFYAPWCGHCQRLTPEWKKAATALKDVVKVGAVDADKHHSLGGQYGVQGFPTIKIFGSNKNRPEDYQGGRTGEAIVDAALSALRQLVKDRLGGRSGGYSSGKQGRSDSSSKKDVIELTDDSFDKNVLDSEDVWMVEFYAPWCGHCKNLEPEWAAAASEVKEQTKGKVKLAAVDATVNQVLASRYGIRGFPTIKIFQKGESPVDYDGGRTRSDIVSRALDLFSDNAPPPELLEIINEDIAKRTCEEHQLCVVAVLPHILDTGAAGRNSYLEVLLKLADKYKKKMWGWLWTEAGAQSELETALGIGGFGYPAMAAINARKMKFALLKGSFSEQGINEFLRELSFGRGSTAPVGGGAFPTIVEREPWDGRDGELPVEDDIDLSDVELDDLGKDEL
# Cneo AK release: Cryptococcus neoformans cell lysis inducers, primary screen, AK release luminescence, single concentration; C. neoformans lysis, adenylate kinase release luminescence, 4 h; normalised: neutral wells 0, clomiphene wells 100; lysis activity, % at 15 µM; hit rate 0.2% among 360,000; AID 651654, 2012;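 active = mean lysis activity across replicates of at least 80%, whatever share of replicates individually reach that level; inactive = mean lysis activity below 80%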
#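 read-out = cell lysis signal | test system = log-phase Cryptococcus neoformans yeast cells | input = cells at 5 × 10^6 per mL | medium = fresh YPD growth medium | signal = luminescent adenylate kinase detection reagent | timing = 4 h at 37 °C static, read 1 h later | dosing = single dose | controls = Clomiphene as positive lysis control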
# ARNT TACC3 PPI: disruptors of ARNT/TACC3 protein interaction, primary screen, biochemical, AlphaScreen, single concentration; Transforming acidic coiled-coil-containing protein 3 (Homo sapiens), Q9Y6A5; hit rate 0.66% among 390,000; AID 623870, 2012; AlphaScreen His-ARNT PAS-B/GST-TACC3 binding, luminescence; TACC3 fragment carries E629A point mutation; inhibition, % at 9.99 µM;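 active = mean inhibition of replicates at least 50% and at least half of replicates each reaching 50%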;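 also: 0% = complete ARNT plus TACC3 wells and 100% = ARNT alone without TACC3; many hits fall short of the cut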
# esBAF inh: Bmi1 luciferase reporter increase in mESCs, primary screen, esBAF inhibitor project, mouse ES cells, Bmi1 luciferase knock-in, single point; 24 h; 100% = twice the neutral-well signal; hit rate 2% among 350,000; reporter increase, % at 12.5 µM; AID 602393, 2012; in the data active = activation above about 40%;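 also: 0% = median of the plate's neutral control wells and 100% = double that signal; a rise in the Bmi1 reporter signal indicates esBAF inhibition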
# SIRT5 block: SIRT5 desuccinylase inhibitors, primary screen, biochemical, fluorescence imaging, single point, set 5 | NAD-dependent protein deacylase sirtuin-5, mitochondrial (Homo sapiens), Q9NXA8 | hit rate 1.1% among 330,000 | inhibition, % at 15 µM | Purified SirT5, succinyl-peptide AMC, trypsin-coupled fluorescence; in the data active = inhibition above about 15%
# Target sequence (Q9NXA8 whole entry, looked up): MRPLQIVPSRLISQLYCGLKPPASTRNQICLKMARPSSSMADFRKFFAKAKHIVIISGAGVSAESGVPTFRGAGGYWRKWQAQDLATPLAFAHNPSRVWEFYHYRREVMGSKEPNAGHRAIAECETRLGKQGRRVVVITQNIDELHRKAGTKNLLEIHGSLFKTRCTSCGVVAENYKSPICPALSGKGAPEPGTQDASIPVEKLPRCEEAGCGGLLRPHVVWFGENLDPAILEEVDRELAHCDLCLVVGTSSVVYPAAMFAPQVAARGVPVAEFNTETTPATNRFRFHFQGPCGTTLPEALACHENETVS
# Numbers without * were called inactive; nt = not tested or not shown; [ ] = dose if it differs, or a comment. Compounds as they come. Share with any hit: about 4%.
SMILES,miR-122 sensor,Statin myotox sup,ERp5 block,Cneo AK release,ARNT TACC3 PPI,esBAF inh,SIRT5 block
Cc1nc(NC(=O)c2c(-c3ccccc3)noc2C)sc1C(=O)N(C)C,5,-5,1,-2,0,-4,-5
CC(C)(C)NC(=O)NC(=O)COC(=O)c1cc[n+]([O-])cc1,nt,nt,-6,nt,0,nt,0
Cc1ccc(-n2ccnc(SCC(=O)NC3CCCC3)c2=O)cc1Cl,nt,-6,12,-1,2,-8,-1
COCC(=O)N1CC[C@H]2[C@@H]1c1cc(-c3cccc(F)c3)ccc1N(C)[C@H]2CO,16[16.7 µM],-23,0,-3,-11,-1,-5
CCOC(=O)/C=C1/SCC(=O)N1CCOc1cccc(Br)c1,9,nt,5,nt,4,nt,-6
COc1ccc(Nc2c(C)cccc2C)cc1,2,0,nt,-1,0,4,nt
O=C(c1ccc2ccccc2c1)N1CCN(c2ccc(O)cc2)CC1,17,12,nt,2,-5,-7,nt
O=C(NCCCCc1ccccc1)c1cc([N+](=O)[O-])cc([N+](=O)[O-])c1,5,1,1,-1,3,0,-2
COc1cccc(OC)c1OCCCCc1c(C)n[nH]c1C,-2,3,3,nt,-1,6,3
CC(=O)NC(CC(=O)NCCc1ccccc1)c1ccccc1 (stereo unspecified),5,-1,1,4,2,3,-2
CCn1cc(CNC(=S)Nc2cccc(Cl)c2C)cn1,nt,nt,4,-4,nt,nt,-3
CSc1nsc(/C=C/Nc2cccc(Cl)c2)c1C#N,nt,8,nt,2,0,1,nt
CCCOC(=O)c1cccc(NC(=O)COc2ccc([N+](=O)[O-])cc2)c1,nt,nt,6,nt,-23,nt,-8
COc1ccc(CN2C[C@@H](CO)O[C@@H](n3cnc4c(N5CCCC5)ncnc43)C2)cc1,0,3,0,1,nt,-5,3
C[C@@H]1CN([C@@H](C)CO)C(=O)c2cc(NC(=O)Nc3ccc(F)cc3)ccc2O[C@@H](C)CCCCO[C@@H]1CN(C)S(=O)(=O)c1cccs1,1[16.7 µM],19,0,-4,12,-3,0

# Retrieved one by one from the entries so far, 2 records:
SMILES,miR-122 sensor,Statin myotox sup,ERp5 block,Cneo AK release,ARNT TACC3 PPI,esBAF inh,SIRT5 block
Cc1nc(NC(=O)c2c(-c3ccccc3)noc2C)sc1C(=O)N(C)C,5,-5,1,-2,0,-4,-5
COc1ccc(CN2C[C@@H](CO)O[C@@H](n3cnc4c(N5CCCC5)ncnc43)C2)cc1,0,3,0,1,nt,-5,3

# Given bar-delimited: entries from further up
SMILES | miR-122 sensor | Statin myotox sup | ERp5 block | Cneo AK release | ARNT TACC3 PPI | esBAF inh | SIRT5 block
Cc1nc(NC(=O)c2c(-c3ccccc3)noc2C)sc1C(=O)N(C)C | 5 | -5 | 1 | -2 | 0 | -4 | -5
CC(C)(C)NC(=O)NC(=O)COC(=O)c1cc[n+]([O-])cc1 | nt | nt | -6 | nt | 0 | nt | 0
Cc1ccc(-n2ccnc(SCC(=O)NC3CCCC3)c2=O)cc1Cl | nt | -6 | 12 | -1 | 2 | -8 | -1
COCC(=O)N1CC[C@H]2[C@@H]1c1cc(-c3cccc(F)c3)ccc1N(C)[C@H]2CO | 16[16.7 µM] | -23 | 0 | -3 | -11 | -1 | -5
CCOC(=O)/C=C1/SCC(=O)N1CCOc1cccc(Br)c1 | 9 | nt | 5 | nt | 4 | nt | -6
COc1ccc(Nc2c(C)cccc2C)cc1 | 2 | 0 | nt | -1 | 0 | 4 | nt
O=C(c1ccc2ccccc2c1)N1CCN(c2ccc(O)cc2)CC1 | 17 | 12 | nt | 2 | -5 | -7 | nt
O=C(NCCCCc1ccccc1)c1cc([N+](=O)[O-])cc([N+](=O)[O-])c1 | 5 | 1 | 1 | -1 | 3 | 0 | -2
COc1cccc(OC)c1OCCCCc1c(C)n[nH]c1C | -2 | 3 | 3 | nt | -1 | 6 | 3
CC(=O)NC(CC(=O)NCCc1ccccc1)c1ccccc1 (stereo unspecified) | 5 | -1 | 1 | 4 | 2 | 3 | -2
CCn1cc(CNC(=S)Nc2cccc(Cl)c2C)cn1 | nt | nt | 4 | -4 | nt | nt | -3
CSc1nsc(/C=C/Nc2cccc(Cl)c2)c1C#N | nt | 8 | nt | 2 | 0 | 1 | nt
CCCOC(=O)c1cccc(NC(=O)COc2ccc([N+](=O)[O-])cc2)c1 | nt | nt | 6 | nt | -23 | nt | -8

# Later entries:
SMILES,miR-122 sensor,Statin myotox sup,ERp5 block,Cneo AK release,ARNT TACC3 PPI,esBAF inh,SIRT5 block
CO[C@@H]1CN(C)C(=O)c2cc(NC(=O)C3CCOCC3)ccc2OC[C@H](C)N(Cc2cccnc2)C[C@H]1C,nt,7,8,0,-1,-3,-7
C/C(Cl)=C/Cn1c(N2CCCC2)nc2c1c(=O)[nH]c(=O)n2C,nt,-4,4,-1,-1,-2,0
Cc1ccc(-c2ccccc2NC(=O)C2C3C=CC(C3)C2C(=O)O)o1 (stereo unspecified),3,8,nt,4,-2,18,nt
COc1cccc(CSc2nnnn2-c2ccc(O)cc2)c1,nt,nt,-1,nt,0,nt,-1
Cc1ccccc1NC(=O)/C(C#N)=C\c1cc(C)n(-c2ccc(C(=O)O)cc2)c1C,-8,6,-13,nt,5,1,14
C[C@@H]1CCCCO[C@@H](CN(C)Cc2ccc3c(c2)OCO3)[C@@H](C)CN([C@@H](C)CO)C(=O)c2cc(NS(=O)(=O)c3cn(C)cn3)ccc2O1,2[16.7 µM],0,nt,-2,-3,0,nt
CC1=CCC2C(=O)N(c3ccc(C)c(Br)c3)C(=O)C2C1 (stereo unspecified),12,-5,-2,-3,nt,9,nt
C[C@H](CO)N1C[C@H](C)[C@H](CN(C)S(=O)(=O)c2ccc(F)cc2)OCCCC[C@H](C)Oc2ccc(NS(C)(=O)=O)cc2C1=O,-3[16.7 µM],105*,-1,1,-7,4,1
Cn1c(SCC(=O)Nc2ccccc2F)nnc1-c1cc2ccccc2o1,4,-1,nt,0,-9,-4,nt
C[C@H](CO)N1C[C@H](C)[C@@H](CN(C)Cc2ccncc2)Oc2c(NC(=O)Cc3ccccc3)cccc2C1=O,10,4,1,2,-1,-4,nt
CC(=O)C1=C(O)C(=CC=Cc2ccccc2)OC1=O,nt,nt,0,-2,nt,nt,8
Cc1cccc(OCc2nnc(SCc3nc4cc(C(F)(F)F)ccc4c(=O)[nH]3)o2)c1,-2,-2,nt,4,-1,-10,nt
Cc1ccc(CNC(=S)Nc2cc(C(=O)O)ccc2C)cc1,nt,nt,3,nt,-6,nt,1
C[C@@H]1CN([C@H](C)CO)C(=O)Cc2cc(NC(=O)Nc3ccccc3)ccc2O[C@H]1CN(C)Cc1ccc(-c2ccccc2)cc1,-1[16.7 µM],16,1,-1,25,5,1
CCCCN1CC(=O)N2Cc3[nH]c4ccccc4c3C[C@H]2C1=O,9,3,5,4,6,3,-3
CCCN(CC)c1ncnc2[nH]ncc12,8,-1,-2,1,-7,-11,-9
Cc1ccc2nc(SCC(=O)Nc3c(C)n(C)n(-c4ccccc4)c3=O)[nH]c2c1,nt,6,nt,0,-4,-11,nt
O=C(COC(=O)Cc1cccc(F)c1)NCCc1ccccc1,nt,-6,4,0,-6,-1,5
CCOC(=O)C1=C(C)NC(=NC)SC1c1ccccc1 (stereo unspecified),nt,nt,-1,nt,3,nt,1
COc1ccc2ccn(C)c2c1,10,-2,2,0,0,-9,nt
C[C@@H]1CN([C@@H](C)CO)C(=O)c2cc(NC(=O)C3CCCCC3)ccc2O[C@H]1CN(C)C(=O)Nc1ccc2c(c1)OCO2,-1[16.7 µM],6,-2,-21,2,4,-3
Cc1ccc(O)c(C(CC(=O)NCc2ccco2)c2ccccc2)c1 (stereo unspecified),nt,nt,3,nt,-11,nt,0
Cc1cc(Cl)ccc1C(=O)C1CCCN(C(=O)CCn2cnnn2)C1 (stereo unspecified),-6,-6,-6,nt,-10,-2,12
COc1cccc(CNC(=O)C2CCC(=O)N(C3CC3)C2)c1OC (stereo unspecified),-3,12,4,2,-2,-1,-4
CCC1/C(=N\O)CC(c2ccco2)NC1c1ccco1 (stereo unspecified),-2,-8,nt,0,0,-6,nt
C#CCn1c(O)c(N=NC(=O)CNC(=O)c2cccnc2)c2ccccc21,nt,-2,1,1,-4,-7,3
COc1ccc(OCc2nn[nH]n2)cc1,-4,-2,3,0,3,5,3
Cc1cc(C)n2nc(SCc3nc4ccccc4[nH]3)nc2n1,-4,-3,-9,0,2,6,nt
COc1ccc(-c2csc(NC(CO)c3nc4ccccc4n3Cc3ccc(C)cc3)n2)cc1 (stereo unspecified),7,0,-3,0,4,39,nt
COc1ccc(Cn2nnnc2CN2CCc3ccccc32)cc1,nt,nt,4,nt,21,nt,-2
COc1ccc(CC(=O)Nc2c(C(=O)N3CCN(c4ncccn4)CC3)oc3ccccc23)cc1,80,-52,6,3,5,11,-2
Cc1cc(C)c(S(=O)(=O)c2cccc(Br)c2C)c(Cl)n1,1,6,1,0,2,0,-5
C[C@@H]1CN([C@@H](C)CO)C(=O)c2cc(C3=CCCC3)cnc2O[C@H]1CN(C)Cc1cccnc1,nt,-9,14,-2,-3,-10,7
CC(NC(=O)c1cc(Br)ccc1Cl)c1ccccc1 (stereo unspecified),0,nt,1,2,0,nt,10
CCOc1ccc(NC(=O)CN(C)C(=O)c2cc(C)oc2C)cc1OCC,3,9,0,2,-3,-3,-5
O=C(N/N=C\c1ccc(COc2ccc([N+](=O)[O-])cc2)o1)c1ccc(Cl)cc1,-2,-2,nt,-2,2,7,nt
CN1CCN(C(=O)C2(NC(=O)Nc3cccc(F)c3)CCCCC2)CC1,0,-13,nt,-3,0,1,nt
O=C(COc1ccccc1)Nc1nc2ccccc2[nH]1,-1,11,nt,-2,7,49*,nt
CCN(C[C@H]1N[C@@H](CO)[C@@H]1c1ccc(C2=CCCC2)cc1)C(=O)c1cccnc1,-125[16.7 µM],-22,3,4,0,-14,1
COc1ccccc1-c1ccc([C@@H]2[C@H](CO)N3CCCCN(C(=O)c4ccncc4)C[C@@H]23)cc1,-3[16.7 µM],nt,-4,-1,-1,nt,1
COCC#Cc1cnc2c(c1)C(=O)N([C@@H](C)CO)C[C@@H](C)[C@@H](CN(C)C(C)=O)O2,-1[16.7 µM],5,8,-6,22,-7,-1
C[C@@H]1CN([C@H](C)CO)C(=O)Cc2cc(NC(=O)C3CC3)ccc2O[C@@H]1CN(C)S(=O)(=O)c1ccccc1,0[16.7 µM],22,6,-3,-12,3,8
CO[C@H]1CN(C)C(=O)c2cc(NS(=O)(=O)c3cccc(Cl)c3)ccc2OC[C@@H](C)NC[C@H]1C,21[16.7 µM],-3,0,1,nt,-1,-3
CC(C)c1ccc(/C=N/NC(=O)CC(=O)NC2CCCCC2)cc1,4,-11,0,nt,-1,-1,1
CCCNC(=O)C1(CC2CC(c3ccccc3)=NO2)CCN(C(=O)c2cc(OCC)c(OCC)c(OCC)c2)CC1 (stereo unspecified),nt,37,3,8,1,4,0
CN1c2ccc(-c3cccc(C#N)c3)cc2[C@@H]2[C@@H](CCN2S(=O)(=O)c2cccc(F)c2)[C@@H]1CO,-6[16.7 µM],-43,nt,-17,-7,5,nt
Cc1ccc(S(=O)(=O)Nc2ccc3c(c2)CC(=O)N([C@H](C)CO)C[C@H](C)[C@H](CN(C)C(=O)Nc2ccccc2)O3)cc1,1[16.7 µM],-2,0,-3,-10,4,0
Cc1ccc(-c2c[n+](CC(=O)OCc3ccccc3)c3n2CCC3)cc1,-4,-3,-7,-2,-9,-9,7
C[C@@H]1CN([C@H](C)CO)C(=O)Cc2cc(NC(=O)Cn3cnnn3)ccc2O[C@@H]1CN(C)Cc1ccc(-c2ccccc2)cc1,-5[16.7 µM],-6,-2,0,2,-5,-1
